S3 lipid droplet: qHTS Assay for Lipid Storage Modulators in Drosophila S3 Cells; actives 0.64% (n = 320,000); AID 2685; lipid storage change, negative = inhibition, % at the top dose, mostly 46.1 µM; hits show Potency in µM; Drosophila S3 cells, BODIPY lipid droplet fluorescence, 18-24 h; cells fed with added oleic acid; active = well fitted inhibition curve with a large enough effect in the signal ratio, with a control signal flat, not every such curve was filed as active; inconclusive = small, poorly fitted or top-dose-only effect, or effect the other way, or a change in a side signal; the % refers to the signal ratio
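Drosophila S3 cells got compounds at several concentrations plus oleic acid (400 uM solution). Laser-scanning cytometry with 488 nm excitation read lipid droplets at 500-530 nm and cells at 575-640 nm. Percent activity was relative to 20 uM Triacsin C.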
S3 lipid droplet cell count max: also measured in S3 lipid droplet; calls as there; cell number change, %; measured here: cell count max response;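 cells counted by Cell Tracker Red CMTPX staining in the red channel; peak over a dose series mostly up to 46.1 µM; percent activity relative to internal control wells on each plate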
Active calls of the source: *; i = inactive; ? = inconclusive; nt = not tested or not shown; [ ] = remark or other dose. % is scaled to controls: 0 for no effect and ±100 for the full control effect; potency is read from the fitted curve at half-maximal effect. This is a subset; the hit share may differ from the screen's.

The first 3 entries (preview)
S3 lipid droplet | S3 lipid droplet cell count max | canonical_smiles
12% | -16 | CCN(CC)c1ccc(-n2cc3c(=O)n(C)c(=O)n(C)c3c2)cc1
i | 1 | Cc1onc(-c2ccccc2)c1C(=O)N1CCC(CO)(Cc2ccccc2)CC1
? | nt | c1cn2c(NC3CCCC3)c(-c3ccc(N4CCOCC4)cc3)nc2cn1

The list itself, from the start:
S3 lipid droplet | S3 lipid droplet cell count max | canonical_smiles
12% | -16 | CCN(CC)c1ccc(-n2cc3c(=O)n(C)c(=O)n(C)c3c2)cc1
i | 1 | Cc1onc(-c2ccccc2)c1C(=O)N1CCC(CO)(Cc2ccccc2)CC1
? | nt | c1cn2c(NC3CCCC3)c(-c3ccc(N4CCOCC4)cc3)nc2cn1
? | nt | O=C(COC(=O)c1ccc2c(c1)OCO2)NC1CCS(=O)(=O)C1 (stereo not given)
5% | -11 | COC1=C(C)C(O)=C(C(=O)/C=C/c2ccccc2)C(=O)C1(C)C
10% | 13 | O=C(CCSc1ccccc1)NC(=O)COC(=O)c1ccc(OC(F)F)cc1
3% | -4 | CCOC(=O)c1c(C)[nH]c(C(=O)CN2C(=O)NC3(CCCC3)C2=O)c1C
? | nt | Cc1cccc(NC(=S)NCCC(c2ccccc2)c2ccccc2)c1
9% | -10 | O=S(=O)(NCc1ccc2c(c1)OCO2)c1cccc2cccnc12
-8% | 12 | CC1CC(C)CN(S(=O)(=O)c2cccc3nonc23)C1 (stereo not given)
-7% | 14 | Cc1ccc(N2CC(C(=O)Nc3nnc(SCc4cccnc4)s3)CC2=O)cc1 (stereo not given)
24% | -1 | Cc1ccc(NC(=O)CCn2c(=O)oc3ccccc32)cc1
? | nt | Cc1cc(C)c(N)cc1C
? | nt | O=C(c1ccco1)N1CCN(C(=O)c2cnn3cccnc23)CC1
? | nt | NC(=NCc1ccco1)NC(=O)c1ccc(Cl)cc1
? | nt | CC(=O)Nc1ccc(S(=O)(=O)NCC(=O)NCCc2ccc(S(N)(=O)=O)cc2)cc1
17% | 4 | COC(=O)c1ccc(OC(=O)CCN2c3ccccc3Sc3ccccc32)cc1
-17% | -10 | O=C(Nc1cccc(-c2csc(Nc3ccc(Cl)cc3)n2)c1)c1ccccc1
? | nt | FC(F)(F)c1cccc(N2CCN(CC3CC=CCC3)CC2)c1 (stereo not given)
? | nt | CCCc1cc(=O)[nH]c(SCc2cc(=O)oc3c(C)c(C)ccc23)n1
21% | 1 | COc1ccc(OCC(=O)Nc2ncc3c(n2)CC(C)(C)CC3=O)cc1
-1% | 1 | Cc1ccc2nc(SCC(=O)N3CCN(C(=O)c4ccco4)CC3)[nH]c2c1
5% | -10 | CN1CCN(NC(=O)c2cc(-c3cccc(Cl)c3)nc3ccccc23)CC1
? | nt | O=C(CN1C(=O)NC2(CCCC2)C1=O)c1ccc(Cl)s1
? | nt | Nc1n[nH]c2ccccc12
0% | 0 | COc1cc(C(CCN2CCN(c3ccccc3)CC2)c2c(OC)cc(OC)c3ccc(=O)oc23)cc(OC)c1OC (stereo not given)
? | nt | CC1=C(c2ccc(C)cc2)S(=O)(=O)N(CC(=O)O)C1=O
14% | 6 | COc1cc(OC)cc(C(=O)Nc2cc(C)on2)c1
2% | 3 | CSCCC(NC(=O)c1ccc(Cl)cc1)C(=O)OCC(=O)Nc1cc(Cl)ccc1C (stereo not given)
? | nt | CCOc1ccccc1N(C)C(=O)C1CCN(S(=O)(=O)c2cccc3nonc23)CC1

An excerpt from above in order of molar mass, ascending.
S3 lipid droplet | S3 lipid droplet cell count max | canonical_smiles
9% | -10 | O=S(=O)(NCc1ccc2c(c1)OCO2)c1cccc2cccnc12
? | nt | CCCc1cc(=O)[nH]c(SCc2cc(=O)oc3c(C)c(C)ccc23)n1
0% | 0 | COc1cc(C(CCN2CCN(c3ccccc3)CC2)c2c(OC)cc(OC)c3ccc(=O)oc23)cc(OC)c1OC (stereo not given)

The list goes on:
S3 lipid droplet | S3 lipid droplet cell count max | canonical_smiles
? | nt | Cc1cc(NC(=O)CSc2nnc(-c3ccccc3Cl)o2)no1
? | nt | CC(C)c1ccc(N2C(=O)CC(Sc3ncn[nH]3)C2=O)cc1 (stereo not given)
? | nt | Cn1c(-c2ccc3c(c2)OCO3)cnc1NCc1cccc(Cl)c1
? | nt | Cc1cc(C=C2C(=O)c3ccccc3C2=O)c(C)n1-c1ccc(Cl)cc1
8.2µM* | -15* | C=C1CCC[C@]2(C)C[C@H]3OC(=O)C(CN4CCOCC4)[C@H]3C[C@@H]12 (stereo not given in full)
? | nt | CC(=O)Cc1nsc(NC(=O)c2ccco2)n1
i | nt | CC(=O)Nc1ccc(Nc2ncnc3c2nnn3Cc2ccccc2Cl)cc1
? | nt | O=C(Cn1ccc(NC(=O)OCc2ccccc2)nc1=O)NCCCn1ccnc1
5% | 10 | C=CCSC1=N/C(=C\c2cc(OCC)c(OC(C)=O)c([N+](=O)[O-])c2)C(=O)S1
? | nt | COc1ccc(NC(=O)CSc2nc3n[nH]c(C)c3c(=N)n2-c2ccc(Cl)c(C)c2)cc1OC
? | nt | O=C(Cc1c(Cl)cccc1Cl)Nc1ccncc1
11% | 2 | O=C(c1cc([N+](=O)[O-])cc([N+](=O)[O-])c1)N1CCCc2ccccc21
? | nt | CC(NC(=O)CCCc1nnc2n(C)c(=O)c3sccc3n12)c1ccccc1 (stereo not given)
24% | -20 | O=C(O)c1[nH]c2ccccc2c1C(c1ccccc1)c1c(C(=O)O)[nH]c2ccccc12
? | nt | COc1nc2ccccc2c(=O)n1OCC(C)C
? | nt | COc1nc(C)cc(C)c1S(=O)(=O)c1ccc(Cl)cc1
? | nt | COC(=O)c1ccc(NS(=O)(=O)c2cc(-c3cc(C)no3)ccc2OC)cc1
2% | 8 | Cc1ccc(NC(=O)CC2C(=O)OCC3CCCCN32)cc1Cl (stereo not given)
-1% | -8 | O=C(COc1cccc2c1CCN(Cc1ccccc1)C2=O)NCc1ccco1
? | nt | CCOC(=O)CC1C(=O)NCCN1c1nc2c(C)cccn2c(=O)c1/C=C1\SC(=S)N(CC(C)C)C1=O (stereo not given)
? | nt | CC(NCCC(c1ccccc1)c1ccccc1)c1ccccc1 (stereo not given)
? | nt | O=C(CCCCCNC(=O)c1ccccc1)N/N=C/c1ccc(F)cc1
0% | 3 | O=C(O)c1cc(-c2ccco2)nc2ccccc12
? | nt | CN(C)C(C)(C)C#CCC(c1ccccc1)c1ccccc1
4% | -5 | COc1ccc(C(=O)NCc2nnc(SCC(=O)NCc3ccco3)o2)cc1
? | nt | O=C(Nc1ccc(Cl)cc1)N1CCCN(Cc2ccc(F)cc2)C1
? | nt | C[C@@H]1NC(=O)N(CCCn2ccnc2)C1=O
? | nt | CC(OC(=O)Cn1cc(C(F)(F)F)ccc1=O)C(=O)NC(C)c1ccc(Cl)cc1Cl (stereo not given)
-2% | 4 | CS(=O)(=O)N(CC(=O)NC1CCCCC1)c1cccc(Cl)c1
1% | 3 | OCC(CO)(CO)N=Cc1c(O)ccc2ccccc12

Continuation.
S3 lipid droplet | S3 lipid droplet cell count max | canonical_smiles
14% | -6 | COc1ccc(CCNc2nc(-c3ccco3)cc(C(F)(F)F)n2)cc1OC
? | nt | C=CCN1CN(S(=O)(=O)c2ccc(OC)cc2)c2nc3ccccc3nc21
? | nt | Cc1ccc(NNC(=S)Nc2ccc(C(C)C)cc2)c(C)c1
? | nt | Cc1ccc(-n2nc3c(=O)n(CCCC(=O)NCCc4ccccc4C)nc(C)c3c2C)cc1
-8% | -15 | Cc1nnc(-c2cccc(Br)c2)c2cn(-c3cccc(Br)c3)nc12
? | nt | CCc1ccccc1N1CC(C(=O)Nc2cc(C)on2)CC1=O (stereo not given)
? | nt | CC(C)NCc1cc(Br)ccc1OCc1ccccc1
? | nt | Cc1cccc(NC(=O)c2nc[nH]c2C(=O)NCC(=O)OCc2ccccc2)c1
? | nt | COc1ccc(/C=N/Nc2cc(C)nc3ccc(Br)cc23)cc1
? | nt | Cc1ccc(S(=O)(=O)/N=C(/c2ccc(F)cc2)N2CCCCC2)cc1
-3% | 7 | O=C(c1ccc(N2CCCC2=O)cc1)N1CCCCCC1
? | nt | COc1ccc2c(=O)cc(C(=O)O)oc2c1
-1% | 5 | Cc1cc(NC(=O)[C@H](C)NC(=O)c2ccco2)ccc1Br
? | nt | Cn1c(=O)c2ncn(CC(=O)N/N=C/C=C/c3ccccc3)c2n(C)c1=O
? | nt | COC(=O)c1ccc(N2C(=O)C3CC=CC(C)C3C2=O)cc1 (stereo not given)
? | nt | Cc1ccc(C(=O)NC(=S)Nc2ccc(NC(=O)c3cccc(Cl)c3)cc2)cc1
17% | 5 | COc1ccc(C(=O)NC(=S)NNC(=O)c2c(-c3ccccc3)noc2C)cc1OC
? | nt | CC(C)NC(=O)c1ccc2c(c1)N(CC(=O)N1CCCCC1)C(=O)C(C)(C)O2
4% | 8 | O=C(c1nc2ccccn2c1CN1CCC(Cc2ccccc2)CC1)N1CCCC1
-5% | -19 | Cc1ccc(Sc2ncccc2COC(=O)Nc2c(C)cccc2C)cc1
? | nt | Cc1ccc(NC(=O)/C=C/c2ccc([N+](=O)[O-])s2)cc1
? | nt | COc1ccccc1NC(=O)/C=C/C(=O)O
? | nt | COc1ccccc1/C=C/C(=O)c1ccccc1
? | nt | Cc1cc(C)n(-c2nc(C(=O)O)cs2)n1
-21% | 5 | Cc1nnc(SCC(=O)N(Cc2ccccc2)C(C)(C)C)[nH]c1=O
? | nt | Cc1ccc(C(=O)Nc2nc3ccccc3s2)s1
21% | 8 | Cc1cc(C)nc(NS(=O)(=O)c2ccc(NC(=O)CN3C(=O)S/C(=C\c4ccccc4)C3=O)cc2)n1
? | nt | CC(C)NC(=O)c1cccc(Br)c1
? | nt | COc1cccc(OC)c1C(=O)Nc1ccc(Cc2ccncc2)cc1
-5% | 8 | Cc1ccc(NC(=O)c2ccc3c(c2)N(CC(=O)NC(C)C)C(=O)C(C)(C)O3)cc1

Four compounds picked at random from those above:
S3 lipid droplet | S3 lipid droplet cell count max | canonical_smiles
? | nt | Cc1cc(C)n(-c2nc(C(=O)O)cs2)n1
21% | 8 | Cc1cc(C)nc(NS(=O)(=O)c2ccc(NC(=O)CN3C(=O)S/C(=C\c4ccccc4)C3=O)cc2)n1
? | nt | Cc1ccc(NC(=O)/C=C/c2ccc([N+](=O)[O-])s2)cc1
? | nt | CC(C)NCc1cc(Br)ccc1OCc1ccccc1

Carrying on.
S3 lipid droplet | S3 lipid droplet cell count max | canonical_smiles
-10% | -6 | COc1ccc(/C=N/NC(=O)c2sccc2OCc2ccc(F)cc2)cc1OC
? | nt | CC(C)(C)OC(=O)NCCCC[C@H](NC(=O)c1nc[nH]c1C(=O)N[C@@H](CCCCNC(=O)OC(C)(C)C)C(=O)OC(C)(C)C)C(=O)OC(C)(C)C
? | nt | COc1cc([C@H](Cc2ccccc2)NC(C)=O)oc(=O)c1
? | nt | Cc1ccc(N2C(=O)c3ccc(C(=O)NCCN4CCOCC4)cc3C2=O)cc1
? | nt | O=S(=O)(Nc1ccc(-n2cnnn2)cc1)c1ccccc1F
18% | 0 | CCN1C(=O)[C@@H]2[C@@H](c3ccc(-c4ccc(C(C)=O)cc4)cc3)N3CCC[C@@]3(C(=O)OC)[C@@H]2C1=O
? | nt | COc1cc(/C=C/C(=O)O)cc(OC)c1OC
-24%[0.0737 µM] | -5 | CCCCn1c(N)c(N(CCOC)C(=O)c2cc(-c3ccc(OC)c(OC)c3)nc3ccccc23)c(=O)[nH]c1=O
i | nt | COc1ccc(C2CC(=O)c3c(C)nc(N4CCN(c5ccccc5)CC4)nc3C2)cc1 (stereo not given)
? | nt | N#C/C(=C(/O)CSc1nnc(Cc2cccs2)n1C1CCCCC1)c1nc2ccccc2[nH]1
-14%[9.22 µM] | -2 | COCC(C)NC(=O)/C=C/c1ccc(OC)cc1 (stereo not given)
i | nt | C=CCNC(=O)CCCOc1cc(C)ccc1C
? | nt | Cc1ccc2nc(SCc3nnc(-c4ccccc4Br)o3)[nH]c2c1
? | nt | Cc1ccc(C)c(Cn2c(=O)n(-c3ccc(CC(=O)NCc4ccco4)cc3)c(=O)c3sccc32)c1
i | -6 | COCCN(C(=O)c1csnn1)C(C(=O)NC1CCCCC1)c1cccs1 (stereo not given)
? | nt | COc1cccc(NC(=O)Nc2cc(C)on2)c1
? | nt | COc1cccc(CNS(=O)(=O)c2c(C)nc3scc(C)n3c2=O)c1
? | nt | CCc1ccc(NC(=O)C(C)OC(=O)C2CCN(c3ccc(C(F)(F)F)cn3)CC2)cc1 (stereo not given)
? | nt | O=C(CN1CCN(c2ccc(F)cc2)CC1)N1N=CCC1c1ccccc1 (stereo not given)
-1% | 12 | CN(C(=O)COC(=O)C1CCN(S(=O)(=O)c2cccs2)CC1)c1ccccc1
? | nt | CCOC(Cn1c(CCCO)nc2ccccc21)OCC
? | nt | O=C(CCCc1c[nH]c2ccccc12)Nc1ncccc1O
? | nt | FC(F)(F)c1cnc(NNC(=S)Nc2ccc(Cl)cc2)c(Cl)c1
i | -10 | CC(Oc1cc2oc(=O)c3c(c2cc1Cl)CCCC3)C(=O)NCc1ccccn1 (stereo not given)
? | nt | CC(C)CC1NC(=O)N(CC(=O)c2ccc3c(c2)OCCO3)C1=O (stereo not given)
-8% | 4 | O=S1(=O)CCN(Cc2csc(-c3cccs3)n2)CC1
-9% | 9 | Cc1ccc2c(c1C)NC(=O)C21N2CCCC2C(C(=O)c2ccc3ccccc3c2)C12C(=O)Nc1ccccc12 (stereo not given)
-6% | -7 | CCOC(=O)/C(C#N)=C\c1ccco1
10% | -7 | O=C(COC(=O)c1cc(Cl)ccc1Cl)NCCN1C(=O)CSC1=O
? | nt | COc1ccc(C(=O)/C=C/C(=O)N(Cc2ccc3c(c2)OCO3)C(C(=O)NC2CCCCC2)c2ccncc2)c(O)c1 (stereo not given)
